Assay outcomes deposited in PubChem BioAssay by Broad Institute.
F508del corr: correctors of CFTR F508del function in bronchial epithelial cells. CFBE cells, YFP halide quenching; stimulated with forskolin plus potentiator P3; % fluorescence drop versus neutral controls. activity (quench increase), % at 7.58 µM. 350,000 compounds, 0.36% hits;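 active means mean added fluorescence quench of at least 8% versus neutral control, with both replicates also reaching 8%; inconclusive means only one of the mean or replicate conditions met; inactive means mean below 8% and not both replicates reaching 8%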;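 further: cells transiently co-express mutant CFTR-F508del with the halide-sensitive YFP; corrector assay measuring rescue of mutant channel to the surface after 24 h compound exposure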
RAD52 anneal inh: RAD52 (human) annealing inhibition. P43351. recombinant RAD52 DNA annealing, FRET fluorescence. inhibition, % at 18.7 µM. 360,000 compounds, 0.46% hits. AID 651710;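 active means every replicate showing at least 50% inhibition; inconclusive means mean inhibition at least 50% but not in every replicate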
E-sel inducer: E-selectin induction on HUVECs; P16581; HUVEC E-selectin immunofluorescence imaging; normalized: neutral wells 0, TNF-alpha wells 100; activation, % at 7.58 µM; 260,000 compounds, 0.37% hits; AID 686992;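 active means mean E-selectin-positive cell signal at least 10% of the positive control, reached in at least 60% of replicates, without over 20% cell loss; inconclusive means no rule given, readout overlaps actives, possibly toxicity-flagged; inactive means the rest, including those meeting only one limit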;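 further: in these data hits start at about 27%; measured in HUVEC primary endothelial cells; signal is the percent of cells scored E-selectin positive by PE staining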
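material = human umbilical vein endothelial cells (HUVEC), E-selectin induction | quantity = 3,000 cells/well | medium = EGM-2 growth medium on 0.1% gelatin-coated wells | technique = immunofluorescence imaging | read-out basis = % PE-positive cells | control set = TNF-alpha positive control, DMSO neutral control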
DENV2 CPE: protects cells from dengue virus 2 cytopathic effect; DENV2-infected cells, cytopathic effect rescue, plate reader; CPE inhibition, % at 9.99 µM; 350,000 compounds, 1.7% hits; AID 651640; in the data active means CPE inhibition above about 20%, passing the limit was not always enough; inconclusive means no clear call, values can overlap the other calls; tested in BHK-21 cells;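 further: 0% = median of neutral control wells and 100% = median of positive control wells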
CASP6 VEID inh: inhibitors of human caspase-6; P55212; purified caspase-6, Z-VEID-R110 cleavage fluorescence; inhibition, % at 12.5 µM; 350,000 compounds, 0.53% hits;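 active means mean inhibition across replicates at least about 35%, with every replicate also reaching that limit, limit read from the data; inconclusive means only one of the two criteria met; inactive means neither criterion met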;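 further: 0% = median of neutral control wells and 100% = no fluorescence left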
Target sequence (P55212 24-179 limits assumed): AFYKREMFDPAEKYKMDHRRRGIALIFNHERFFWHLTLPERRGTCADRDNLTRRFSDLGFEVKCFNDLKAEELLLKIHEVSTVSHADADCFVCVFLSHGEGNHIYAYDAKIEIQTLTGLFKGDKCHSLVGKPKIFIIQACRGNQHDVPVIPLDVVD
Target sequence (P55212 194-293 limits assumed): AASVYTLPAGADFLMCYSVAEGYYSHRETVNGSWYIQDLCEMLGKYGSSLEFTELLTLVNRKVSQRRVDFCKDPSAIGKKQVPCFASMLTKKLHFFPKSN
Xi reactivation: X-chromosome reactivation activator. XiGFP mouse fibroblasts, % GFP-positive cells imaging, 3 d; cells co-treated with 5-aza-dC sensitizer; scaled so ellipticine positive control = 100%. activation, % at 7.58 µM. 360,000 compounds, 0.055% hits;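 active means mean normalized replicate activation at least 10% and every replicate at or above 10%; inconclusive means only one of the two criteria met; inactive means mean below 10% and not all replicates reach 10%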;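 further: 0% = median of on-plate neutral control wells and 100% = ellipticine 6 µM median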
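System: 68-5-11 XiGFP fibroblast line | Buffer or medium: DMEM containing 5-aza-dC | Compound: Single point | Times: Compounds 3 days, fix/stain 15 min at room temperature | Benchmarks: Positive control ellipticine, 6 µM final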
RAD54 inh: blocks human RAD54 Holliday junction branch migration; inhibition, % at 10.4 µM; FAM/BHQ fluorescence; Q92698; 360,000 compounds, 0.14% hits;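 active means mean normalized replicate activity at least 40 and at least half of replicates scoring 40 or more; inconclusive means only one of the two criteria met; inactive means mean below 40 and under half of replicates reaching 40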;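 further: 0% = median of neutral control wells and 100% = median of positive control wells; inhibitors cause a drop in the FAM fluorescence signal; in these data hits start at about 50%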
Target sequence (Q92698 whole entry, looked up): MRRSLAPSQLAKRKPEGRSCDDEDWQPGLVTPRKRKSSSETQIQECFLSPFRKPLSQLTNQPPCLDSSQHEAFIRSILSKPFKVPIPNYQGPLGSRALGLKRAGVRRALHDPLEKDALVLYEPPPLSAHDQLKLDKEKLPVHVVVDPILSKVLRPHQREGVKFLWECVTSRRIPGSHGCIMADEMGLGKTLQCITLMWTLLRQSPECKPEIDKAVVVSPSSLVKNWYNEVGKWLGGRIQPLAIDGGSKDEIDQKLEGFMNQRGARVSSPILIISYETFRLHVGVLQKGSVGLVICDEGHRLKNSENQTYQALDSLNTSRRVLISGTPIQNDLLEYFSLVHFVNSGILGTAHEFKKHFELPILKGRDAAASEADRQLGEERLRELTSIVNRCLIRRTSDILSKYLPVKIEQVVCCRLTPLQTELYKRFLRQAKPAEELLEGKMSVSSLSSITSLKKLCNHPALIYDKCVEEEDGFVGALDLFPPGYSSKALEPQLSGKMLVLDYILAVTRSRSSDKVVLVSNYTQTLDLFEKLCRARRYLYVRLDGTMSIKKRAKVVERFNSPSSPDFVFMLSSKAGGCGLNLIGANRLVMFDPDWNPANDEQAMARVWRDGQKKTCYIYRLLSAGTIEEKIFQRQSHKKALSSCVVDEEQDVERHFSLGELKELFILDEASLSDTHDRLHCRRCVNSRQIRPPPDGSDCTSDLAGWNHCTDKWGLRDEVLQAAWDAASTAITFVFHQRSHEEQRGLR
INS-1E GSIS act: primary screen for activators of insulin secretion dependent on glucose, INS-1E cells, GLuc reporter luminescence | activation, % at 16.6 µM | INS-1E GLuc reporter insulin secretion, 2-3 h | 370,000 compounds, 0.61% hits;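 active means lowest replicate activation of at least 40%, so every replicate reaches that level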;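 further: 0% = median of neutral control wells and 100% = median of IBMX positive control wells; some compounds called inactive have numbers as strong as hits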
* marks the source's active call; other numbers are inactive results. The order is random (roughly 3.7% active in at least one column).

For Cc1ccccc1-c1cnc2c(c1)C(=O)N([C@H](C)CO)C[C@H](C)[C@H](CN(C)C(=O)c1ccncc1)O2 the results were F508del corr 3.2, RAD52 anneal inh -11, E-sel inducer -0.2, DENV2 CPE -4, CASP6 VEID inh 1, Xi reactivation -1.1, RAD54 inh 3 and INS-1E GSIS act 22.
Screening C[C@H]1CN([C@@H](C)CO)C(=O)c2cc(NC(=O)C3CCCCC3)ccc2O[C@@H]1CN(C)S(=O)(=O)c1ccc(F)cc1 returned F508del corr 1.0, RAD52 anneal inh 1, E-sel inducer -1.0, DENV2 CPE -8, CASP6 VEID inh 0, Xi reactivation 0.1, RAD54 inh -5 and INS-1E GSIS act -7.
Cc1ccc(OCC(=O)OCC(=O)NC2CC2)cc1C was read as F508del corr 2.7, RAD52 anneal inh -11, E-sel inducer 0.3, DENV2 CPE 5, CASP6 VEID inh 2, Xi reactivation 0.5, RAD54 inh -10 and INS-1E GSIS act 2.
`Cc1cc(C)n2nc(SC(C)C(=O)Nc3ccc(Cl)cn3)nc2n1` (stereo not drawn) gave F508del corr -4.3, RAD52 anneal inh -12, E-sel inducer 0.0, DENV2 CPE 0, CASP6 VEID inh 2, Xi reactivation 0.2, RAD54 inh -5 and INS-1E GSIS act 7.
CC(=O)Nc1ccc(S(=O)(=O)N2CCC(C(=O)NCCc3ccc(Cl)cc3)CC2)cc1 was read as F508del corr -5.6, RAD52 anneal inh -1, E-sel inducer 0.0, DENV2 CPE 1, CASP6 VEID inh 1, Xi reactivation 0.0, RAD54 inh 3 and INS-1E GSIS act 1.
For Cc1cccc(N2C(=O)C(Oc3ccc(Cl)cc3Cl)C2C=O)c1C (stereo not drawn) the results were RAD52 anneal inh -16, E-sel inducer -0.1, DENV2 CPE 0, CASP6 VEID inh -1, Xi reactivation 0.1 and INS-1E GSIS act 6.
`Nc1nc(CN2CCN(c3ccccc3F)CC2)nc(N2CCCc3ccccc32)n1` gave F508del corr 0.6, RAD52 anneal inh -15, DENV2 CPE -5, CASP6 VEID inh 7, Xi reactivation 0.1, RAD54 inh 5 and INS-1E GSIS act 0.
`COc1ccc(CNC(=O)CCCC(=O)n2nc(C)c3ccccc32)cc1` gave F508del corr 1.0, RAD52 anneal inh -16, DENV2 CPE -1, CASP6 VEID inh 3, Xi reactivation 0.0, RAD54 inh 1 and INS-1E GSIS act 44.
For CCCCc1c(-c2ccccc2OC)ncn1CCc1ccccc1Cl the results were F508del corr 7.0, RAD52 anneal inh -5, E-sel inducer -0.2, DENV2 CPE 32*, CASP6 VEID inh 2, Xi reactivation 0.1 and INS-1E GSIS act 8.
CCCCn1c(N)c(N(CCOC)C(=O)C2CC(=O)N(Cc3ccc(C)cc3)C2)c(=O)[nH]c1=O (stereo not drawn) was read as F508del corr -0.8, RAD52 anneal inh -16, DENV2 CPE -2, CASP6 VEID inh -2, Xi reactivation -0.3, RAD54 inh -3 and INS-1E GSIS act 8.
CC(C)(C)c1ccc(C(O)CCCN2CCC(C(O)(c3ccccc3)c3ccccc3)CC2)cc1 (stereo not drawn) was read as F508del corr -4.7, RAD52 anneal inh 26, E-sel inducer 0.3, DENV2 CPE 0, CASP6 VEID inh 6, Xi reactivation -0.1 and RAD54 inh 5.
For O=C(O)c1cccc(NC(=O)c2cc(S(=O)(=O)N3CCOCC3)cs2)c1 the results were F508del corr -2.2, RAD52 anneal inh -8, DENV2 CPE -3, CASP6 VEID inh 1, Xi reactivation 0.1 and INS-1E GSIS act 3.
CO[C@@H]1CN(C)C(=O)c2cc(NC(=O)c3ccccc3)ccc2OC[C@H](C)N(C(C)=O)C[C@H]1C was read as F508del corr 0.7, RAD52 anneal inh 6, E-sel inducer 0.7, DENV2 CPE -2, Xi reactivation 0.0, RAD54 inh 0 and INS-1E GSIS act -11.
`C[C@@H]1CN([C@@H](C)CO)C(=O)c2cccc(NS(=O)(=O)c3ccc(Cl)cc3)c2O[C@H]1CN(C)CC1CC1` gave F508del corr -0.4, RAD52 anneal inh 3, E-sel inducer -0.4, DENV2 CPE -14, CASP6 VEID inh 2, Xi reactivation 0.1, RAD54 inh -10 and INS-1E GSIS act -7.
Cc1cc(C(=O)NC(C)Cc2ccccc2)cc(C)c1[N+](=O)[O-] (stereo not drawn) was read as F508del corr -1.7, RAD52 anneal inh -14, DENV2 CPE 0, CASP6 VEID inh 0, Xi reactivation 0.0 and INS-1E GSIS act -25.
COCC#Cc1cnc2c(c1)C(=O)N([C@H](C)CO)C[C@@H](C)[C@@H](CN(C)S(C)(=O)=O)O2 was read as F508del corr 1.6, E-sel inducer -0.1, Xi reactivation 0.0, RAD54 inh -9 and INS-1E GSIS act 21.
For CO[C@@H]1CN(C)C(=O)c2cc(NC(=O)C3CC3)ccc2OC[C@H](C)N(CC2CCOCC2)C[C@H]1C the results were F508del corr 3.0, RAD52 anneal inh 8, E-sel inducer 0.0, DENV2 CPE -4, Xi reactivation -0.4, RAD54 inh 3 and INS-1E GSIS act 3.
CCC1CCCCN1CCCNC(=O)CCCNC(=O)Cn1cnc2sc3c(c2c1=O)CCCC3 (stereo not drawn) was read as F508del corr 2.0, RAD52 anneal inh -15, E-sel inducer -1.7, DENV2 CPE 4, CASP6 VEID inh -13, Xi reactivation 0.0 and INS-1E GSIS act 2.
`CC(OC(=O)/C=C/c1ccc2ccccc2n1)C(=O)Nc1ccc(S(N)(=O)=O)cc1` (stereo not drawn) gave F508del corr 0.8, RAD52 anneal inh -4, E-sel inducer -0.4, DENV2 CPE -6, CASP6 VEID inh -1, Xi reactivation -0.1, RAD54 inh -2 and INS-1E GSIS act -19.
`Cc1cc(Cl)c2oc(C(=O)N3CCN(C(=O)c4ccco4)CC3)c(C)c2c1` gave F508del corr -1.6, RAD52 anneal inh 2, DENV2 CPE 0, CASP6 VEID inh -54, Xi reactivation 0.3, RAD54 inh -2 and INS-1E GSIS act 5.
`O=C(CCN1CCCCC1)NCC[C@@H]1CC[C@@H](NC(=O)c2ccc(F)cc2)[C@@H](CO)O1` gave F508del corr 1.9, RAD52 anneal inh 1, E-sel inducer -0.2, DENV2 CPE 7, CASP6 VEID inh -7, Xi reactivation -0.4, RAD54 inh -5 and INS-1E GSIS act 14.
CCC(C)c1ccc(NC(=O)NCc2cccnc2)cc1 (stereo not drawn) was read as F508del corr -4.7, RAD52 anneal inh 1, DENV2 CPE 4, CASP6 VEID inh -1, Xi reactivation 0.1, RAD54 inh 17 and INS-1E GSIS act -11.
Screening COc1ccc(-c2ccc([C@H]3[C@H](CO)N4C(=O)CN(C(=O)C5CCOCC5)C[C@@H]34)cc2)cc1 returned F508del corr -1.7, RAD52 anneal inh 4, E-sel inducer -0.3, DENV2 CPE 3, CASP6 VEID inh 2, Xi reactivation 0.1 and INS-1E GSIS act 15.
Screening CCOC(=O)c1sc(NC(=S)NC(=O)c2cccc(OC)c2)nc1C returned F508del corr -2.8, RAD52 anneal inh -6, DENV2 CPE 0, CASP6 VEID inh 0, Xi reactivation 0.2, RAD54 inh 1 and INS-1E GSIS act -4.
O=C(C[C@H]1C[C@H](C(=O)N2CCOCC2)[C@@]2(CCC3CCCC3)c3[nH]c4cc(-c5ccco5)ccc4c3CCN2C1=O)NCc1ccco1 was read as F508del corr 1.7, RAD52 anneal inh -34, DENV2 CPE 13, CASP6 VEID inh 7, Xi reactivation 0.0 and RAD54 inh -21.
For Cc1ccc(S(=O)(=O)N[C@H]2CC[C@H](CCn3cc(C(C)C)nn3)O[C@H]2CO)cc1 the results were F508del corr -0.2, RAD52 anneal inh 9, E-sel inducer -0.4, DENV2 CPE -7, CASP6 VEID inh 7, Xi reactivation -0.5, RAD54 inh -11 and INS-1E GSIS act -4.
Screening COC(=O)c1cnc(SCc2ccc(Cl)cc2)n1C returned F508del corr 3.9, RAD52 anneal inh -16, DENV2 CPE -5, CASP6 VEID inh -1, Xi reactivation 0.0 and INS-1E GSIS act -5.
`O=C(c1[nH]c(C(F)(F)F)nc1-c1ccccc1)N1CCN(c2ncccn2)CC1` gave F508del corr -0.5, RAD52 anneal inh -7, E-sel inducer 0.0, DENV2 CPE 2, CASP6 VEID inh -1, Xi reactivation 0.1, RAD54 inh 0 and INS-1E GSIS act 17.
Cc1cccc(NC(=O)c2ccc3nccnc3c2)c1C was read as F508del corr -2.1, RAD52 anneal inh -4, E-sel inducer 0.1, DENV2 CPE -8, CASP6 VEID inh 0, Xi reactivation 0.1, RAD54 inh 9 and INS-1E GSIS act 22.
For C[C@H](CO)N1C[C@H](C)[C@@H](CN(C)C(=O)C2CCCCC2)Oc2ncc(/C=C/c3ccccc3)cc2C1=O the results were F508del corr -3.2, RAD52 anneal inh -4, E-sel inducer 0.8, DENV2 CPE -7, CASP6 VEID inh -2, Xi reactivation -1.2, RAD54 inh -2 and INS-1E GSIS act -17.
For O=C(CSc1nc2ccccc2c(=O)n1-c1ccccc1)NCC1CCCO1 (stereo not drawn) the results were F508del corr 0.2, RAD52 anneal inh -4, DENV2 CPE 0, Xi reactivation 0.0, RAD54 inh 8 and INS-1E GSIS act 12.
`O=[N+]([O-])c1cc([N+](=O)[O-])c(Oc2cc(F)ccc2F)cc1NN1CCCCC1` gave F508del corr 0.4, RAD52 anneal inh -13, DENV2 CPE -4, CASP6 VEID inh -3, Xi reactivation 0.1, RAD54 inh -3 and INS-1E GSIS act 4.
CCC(C(=O)NN1C(=O)c2ccccc2C1=O)c1ccccc1 (stereo not drawn) was read as F508del corr -1.5, RAD52 anneal inh -17, E-sel inducer -0.4, DENV2 CPE 3, CASP6 VEID inh 0, Xi reactivation 0.1, RAD54 inh 1 and INS-1E GSIS act 18.
For O=C(CN1CCN(S(=O)(=O)c2ccc(F)cc2)CC1)Nc1ccc(Cl)cn1 the results were F508del corr 0.8, RAD52 anneal inh -11, E-sel inducer 1.0, DENV2 CPE inconclusive, CASP6 VEID inh 3, Xi reactivation 0.0, RAD54 inh 7 and INS-1E GSIS act -11.
For Cc1[nH]n(-c2ccccc2)c(=O)c1C=NCC1CCCO1 (stereo not drawn) the results were F508del corr 0.8, RAD52 anneal inh 9, E-sel inducer 2.9, DENV2 CPE 1, CASP6 VEID inh -3, Xi reactivation -0.1, RAD54 inh -3 and INS-1E GSIS act 3.
`C[C@H](CO)N1C[C@H](C)[C@H](CN(C)S(=O)(=O)c2ccccc2)Oc2ccc(NC(=O)C3CCCCC3)cc2C1=O` gave F508del corr 0.1, RAD52 anneal inh 2, E-sel inducer -0.2, DENV2 CPE -9, CASP6 VEID inh 0, Xi reactivation 0.2, RAD54 inh -6 and INS-1E GSIS act -18.
`Cc1c(C)n(Cc2ccccc2)c2ccc(C(=O)NCCCN3CCOCC3)cc12` gave F508del corr -0.2, RAD52 anneal inh -18, DENV2 CPE -4, CASP6 VEID inh -6, Xi reactivation 0.0, RAD54 inh 9 and INS-1E GSIS act 16.
`COc1ccc(NC(=O)N(C)C[C@H]2Oc3ccc(NC(=O)Nc4cccc5ccccc45)cc3C(=O)N([C@@H](C)CO)C[C@H]2C)cc1` gave F508del corr -0.5, RAD52 anneal inh -3, E-sel inducer 0.4, CASP6 VEID inh 4, Xi reactivation 0.1, RAD54 inh 4 and INS-1E GSIS act -1.
